Assay outcomes deposited in PubChem by several laboratories.
BCLXL inh = blocks human Bcl-xL binding to Bim BH3 peptide; Q07817; hit rate 0.7% among 320,000; GST-Bcl-xL / FITC-Bim BH3 peptide fluorescence polarization; inhibition, % at 10.9 µM;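 active means inhibition above the mean of all tested compounds plus 3 SD, cutoff set per campaign, cut at about 30% in these data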;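 further: 0% = DMSO wells and 100% = unlabeled Bim-BH3 peptide competitor; inhibitors lower millipolarization by displacing the labeled peptide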
Target sequence (Q07817 whole entry, looked up): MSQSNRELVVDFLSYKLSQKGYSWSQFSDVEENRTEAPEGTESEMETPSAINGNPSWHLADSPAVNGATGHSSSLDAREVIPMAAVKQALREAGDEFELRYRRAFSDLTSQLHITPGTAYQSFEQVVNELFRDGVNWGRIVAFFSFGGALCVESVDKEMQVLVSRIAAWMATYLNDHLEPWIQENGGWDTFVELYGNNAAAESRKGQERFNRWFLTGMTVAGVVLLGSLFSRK
pPAFAH FP inh = inhibitors of human plasma PAF acetylhydrolase (pPAFAH); Q13093; recombinant pPAFAH, FP-rhodamine probe fluorescence polarization; inhibition, % at 3.39 µM; hit rate 1.5% among 330,000; AID 463082;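 active means inhibition above the mean inhibition across the screen plus 3 SD, cut at about 25% in these data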;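 further: inhibitors block binding of the rhodamine activity-based probe so polarization drops; 0% = enzyme with DMSO and 100% = wells lacking pPAFAH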
PME-1 inh = blocks human protein phosphatase methylesterase 1 | hit rate 0.53% among 320,000 | AID 2130 | recombinant PME-1, FP-Rh probe fluorescence polarization | Q9Y570 | inhibition, % at 5.9 µM;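 active means inhibition above the campaign mean of all compounds plus 3 SD, cut at about 26% in these data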;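 further: competitive labeling of PME-1 active site by serine hydrolase directed probe; 0% = PME-1 with DMSO and 100% = wells lacking PME-1 enzyme; inhibitors block probe labeling so polarization falls and inhibition rises; many of its hits are not listed in these tables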
PAFAH1B2 FP inh = PAFAH1B2 (human) inhibition; P68402; recombinant PAFAH1B2, FP-rhodamine activity probe, fluorescence polarization; hit rate 1.2% among 340,000; AID 492953; inhibition, % at 3.39 µM;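 active means inhibition above the mean of all tested compounds plus 3 SD, cut at about 24% in these data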;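 further: 0% = enzyme with DMSO and 100% = wells lacking PAFAH1B2; many of its hits are not listed in these tables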
Target sequence (P68402 whole entry, looked up): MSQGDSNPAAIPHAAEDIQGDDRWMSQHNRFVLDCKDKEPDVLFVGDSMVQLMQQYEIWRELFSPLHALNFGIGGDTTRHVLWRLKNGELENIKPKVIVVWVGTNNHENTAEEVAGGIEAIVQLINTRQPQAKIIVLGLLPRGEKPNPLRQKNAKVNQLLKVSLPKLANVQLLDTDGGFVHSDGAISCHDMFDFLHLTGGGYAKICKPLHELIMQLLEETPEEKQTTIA
AHR act = activates the human aryl hydrocarbon receptor; P35869; AHR-responsive luciferase reporter cells, luminescence; activation, % at 5 µM; hit rate 2.5% among 320,000; AID 2796; in the data active means activation above about 47%;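 further: 0% = vehicle wells and 100% = reference agonist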
MCL1 BIM primary = MCL1-BIM-BH3 interaction inhibition (human) | Q07820 | GST-MCL1 / FITC-Bim-BH3 fluorescence polarization | inhibition, % at 10.9 µM | hit rate 0.68% among 320,000;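 active means inhibition above the mean inhibition of all tested compounds plus 3 SD, set per campaign, cut at about 40% in these data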;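 further: 0% = DMSO wells and 100% = unlabeled Bim-BH3 peptide control; higher means more loss of mP so more displacement of Bim peptide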
MEX-5 binding = C. elegans MEX-5 TCR-2 RNA binding activity | activity score (negative = inhibition of binding), % at 10 µM | Q9XUB2 | MEX-5/FITC-TCR2 RNA binding, fluorescence polarization; stronger effect = lower value | hit rate 0.38% among 300,000;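 active means inhibition past about -25% in most replicates, and total fluorescence under double the plate's negative control median, limit read from the data; inconclusive means replicates evenly split on the limit, or fluorescence at least double controls; inactive means too little inhibition in most replicates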;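 further: 0% = DMSO and -100% = 5 µM competing unlabeled TCR2 RNA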
Target sequence (Q9XUB2 whole entry, looked up): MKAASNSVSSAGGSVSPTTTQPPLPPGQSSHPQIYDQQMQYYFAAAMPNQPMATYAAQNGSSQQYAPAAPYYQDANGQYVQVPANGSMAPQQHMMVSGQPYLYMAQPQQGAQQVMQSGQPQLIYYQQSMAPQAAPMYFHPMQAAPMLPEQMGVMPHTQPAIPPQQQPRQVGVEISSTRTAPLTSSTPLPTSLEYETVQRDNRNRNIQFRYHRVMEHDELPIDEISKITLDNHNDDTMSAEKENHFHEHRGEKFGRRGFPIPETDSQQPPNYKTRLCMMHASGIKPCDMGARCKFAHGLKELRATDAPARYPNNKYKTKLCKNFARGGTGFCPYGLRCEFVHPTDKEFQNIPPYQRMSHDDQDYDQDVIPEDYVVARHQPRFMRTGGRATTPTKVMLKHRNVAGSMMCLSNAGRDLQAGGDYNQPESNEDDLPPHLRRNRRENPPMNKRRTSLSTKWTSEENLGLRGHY
GLD-1 RNA inh = GLD-1-TGE RNA interaction inhibition (C. elegans). hit rate 0.44% among 320,000. AID 2280. inhibition, % at 5.96 µM. purified GLD-1 + fluorescein TGE RNA, fluorescence polarization;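 active means percent inhibition above a per-plate cutoff, the plate mean of test compounds plus 3 SD, cut at about 30% in these data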;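 further: 0% = DMSO wells with GLD-1 and probe and 100% = wells lacking GLD-1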
Fam108B inh = blocks mouse Fam108B hydrolase in RBBP9 counter-screen. recombinant Fam108B, FP-Rh probe fluorescence polarization. inhibition, % at 9.51 µM. hit rate 0.33% among 300,000;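 active means inhibition above the screen mean inhibition plus 3 SD, computed separately per campaign, cut at about 18% in these data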;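 further: inhibitors lower polarization as less probe binds the enzyme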
The depositor's hits bear a star; ? = inconclusive; . = no result given.

entry	SMILES	BCLXL inh	pPAFAH FP inh	PME-1 inh	PAFAH1B2 FP inh	AHR act
1	O=C(CSc1nc2ccccc2c(=O)[nH]1)Nc1ccc(S(=O)(=O)N2CCCC2)cc1	4	2	17	8	3
2	O=S(=O)(N/N=C\c1cccnc1)c1ccccc1	2	-2	4	5	2
3	CSc1ncccc1C(=O)OCC(=O)c1ccc2c(c1)NC(=O)CO2	7	7	6	2	-1
4	O=S(=O)(c1ccccc1)c1cnc(-c2ccccc2)nc1N1CCCCC1	6	-1	-3	4	0
5	COc1ccc(C(CNC(=O)c2cccc(S(=O)(=O)N3CCc4ccccc43)c2)N(C)C)cc1 (stereo unspecified)	.	1	.	5	7
6	O=[N+]([O-])c1cc(C(F)(F)F)ccc1SCC(O)CO (stereo unspecified)	3	-2	3	-2	-1
7	Cc1ccc(S(=O)(=O)NCC(c2ccco2)N2CCc3ccccc3C2)cc1 (stereo unspecified)	-3	1	5	8	7
8	N#CC1(c2ccccc2)CCCN1C(=O)c1ccco1 (stereo unspecified)	0	3	-2	-1	6
9	COc1ccc(C(=O)N(C)c2ccccc2C(=O)NCCc2ccccc2)cc1	2	-2	5	4	10
10	CC(=O)c1cccc(N(C(=O)Cn2nnc3ccccc32)C(C(=O)NC2CCCCC2)c2cn(C)nc2C)c1 (stereo unspecified)	1	-7	-3	-2	-1
11	Cc1nnc2ccc(N3CCC4(CC3)OCCO4)nn12	5	6	-1	2	2
12	C/C(=C(\C#N)C(=O)NCc1ccccc1)N(C)C	9	-2	3	-1	-2
13	CN1CCCN(C(=O)CNC(=O)c2ccccc2Br)CC1	.	-4	.	6	3
14	O=C(Nc1nnc(-c2ccc(F)cc2)o1)c1cc(Cl)sc1Cl	6	4	2	-2	1
15	CC(C)C(=O)NC(Nc1cccc2cccnc12)C(Cl)(Cl)Cl (stereo unspecified)	-1	7	9	2	5

entry	MCL1 BIM primary	MEX-5 binding	GLD-1 RNA inh	Fam108B inh
1	1	-2.2	3	3
2	-1	-1.7	5	-2
3	7	-0.3	-2	-2
4	5	2.4	4	-4
5	.	.	2	.
6	-1	0.4	-1	2
7	0	-0.7	9	-1
8	6	0.1	5	-2
9	5	0.9	-4	2
10	0	0.0	8	-2
11	0	-0.2	2	1
12	12	1.9	4	1
13	.	.	2	.
14	10	?	2	8
15	0	2.0	5	1

The list goes on:
entry	SMILES	BCLXL inh	pPAFAH FP inh	PME-1 inh	PAFAH1B2 FP inh	AHR act
16	NNC(=O)c1cc2ccccc2cc1NS(=O)(=O)c1ccccc1	-5	21	-5	6	8
17	CCn1c(=O)cc(N2CCC3(CC2)OCCO3)[nH]c1=O	-6	5	-1	0	4
18	COc1ccc(C2C3=C(CC(C)(C)CC3=O)Oc3ncn(CCCn4ccnc4)c(=N)c32)cc1 (stereo unspecified)	2	-3	-6	3	16
19	O=C(NC1CC1)C(Cc1ccccc1)NS(=O)(=O)c1ccccc1F (stereo unspecified)	-2	1	2	3	4
20	O=C(NCc1ccccc1)c1csc2c1CCCC2	-3	-1	5	4	-2
21	CCN1C(=O)/C(=C\c2cccc(OC(=O)c3ccco3)c2)SC1=S	0	-2	1	-4	1
22	O=C(O)c1cccc(NC(=O)c2ccccc2NC(=O)c2ccccc2F)c1	7	3	-2	1	4
23	Nc1ccc(-c2nc(-c3ccccc3)nc3ccccc23)cc1	3	10	6	1	8
24	C[C@H](CO)N1C[C@H](C)[C@@H](CN(C)C(=O)NC2CCCCC2)Oc2ccc(NS(=O)(=O)c3cn(C)cn3)cc2C1=O	.	-1	.	5	-2
25	O=C(Nc1cccnc1)Nc1cc(Cl)cc(Cl)c1	9	-13	-46	-13	113*
26	COc1ccc(NC(=O)C2CCCN(S(=O)(=O)c3c(C)[nH]c(=O)[nH]c3=O)C2)cc1 (stereo unspecified)	3	-2	8	8	-1
27	COc1cccc(NC(=O)CSc2nc(O)c(C)c(=O)n2-c2ccc(C)cc2)c1	5	4	6	5	0
28	CC(C)(C)C(=O)N1CCN(c2ccnc3cc(Cl)ccc23)CC1	2	1	-2	0	-3
29	Cc1cccc(NC(=O)C(C)Oc2ccccc2C)n1 (stereo unspecified)	0	6	7	5	7
30	O=C(O)C1[C@H]2C(=O)N(C3CCCC3)C[C@]23C=C[C@H]1O3 (stereo partly specified)	4	-2	-1	3	2

entry	MCL1 BIM primary	MEX-5 binding	GLD-1 RNA inh	Fam108B inh
16	-4	-0.8	5	6
17	-2	-1.2	-13	3
18	6	3.2	-2	0
19	-3	1.8	4	6
20	0	1.8	7	-3
21	0	-1.5	2	-3
22	10	-1.1	1	3
23	-3	-2.4	-1	3
24	.	.	1	.
25	10	-2.0	4	-32
26	2	-0.1	4	3
27	4	-1.7	-6	-1
28	8	-3.8	-2	-1
29	1	0.2	1	-4
30	7	-0.3	-2	3

Next part.
entry	SMILES	BCLXL inh	pPAFAH FP inh	PME-1 inh	PAFAH1B2 FP inh	AHR act
31	O=C(N=Nc1ccc(NOC(=O)c2ccccc2Br)cc1)c1ccccc1O	16	6	-3	.	8
32	COc1ccc(C(=O)N2CCCCCCC2)cc1OC1CCN(C(C)C)CC1	1	4	-2	0	-3
33	CCN(CC(=O)Nc1c(F)cccc1F)C(=O)Cc1ccc2c(c1)OCCO2	0	-4	0	-3	-1
34	COc1ccc(C2C3=C(CCCC3=O)Nc3nc(SCc4ccccc4)nn32)cc1OC (stereo unspecified)	-1	7	5	3	15
35	Cc1ccc(-c2nnn(CC(=O)Nc3ccc4nn(-c5ccccc5)nc4c3)n2)o1	5	-5	-12	-10	-1
36	CSc1cccc(NC(=O)C2CCN(C(=O)c3ccccc3C)CC2)c1	2	-6	-1	-10	5
37	C[N+]1(CC(=O)OC2CCCCCCCCCCC2)CCCC1	-23	-10	-4	14	1
38	O=C(O)/C=C/C(=O)NCCc1cccc(Cl)c1	-2	4	-1	7	1
39	C[C@H]1C=C(C(=O)NC2CC2)O[C@@H](OCc2ccc(CO)cc2)C1	-2	-9	-4	3	6
40	Cc1cc(C)c(C#N)c(Nc2cccc(Br)c2)n1	3	3	-6	4	19
41	CC12CC(NC(=O)N1c1cccc(C(=O)N3CCN(c4ccccn4)CC3)c1)c1ccccc1O2 (stereo unspecified)	0	4	1	1	-1
42	CCn1cc(C(=O)N2CCN(c3ccccc3)CC2)c(=O)c2cc(S(=O)(=O)N3CCOCC3)ccc21	7	0	-2	2	1
43	O=C(O)c1ccc(Sc2nnc3ccccn23)c([N+](=O)[O-])c1	5	-2	3	3	1
44	COc1ccc(CCNC(=O)c2ccc(CNS(=O)(=O)c3ccccc3)cc2)cc1OC	3	5	3	-1	1
45	COCCNC(=O)c1onc(CSc2ccc(F)c(F)c2)c1C(=O)O	4	5	8	9	-2

entry	MCL1 BIM primary	MEX-5 binding	GLD-1 RNA inh	Fam108B inh
31	19	-1.1	-1	3
32	2	-2.8	-6	1
33	6	.	4	.
34	1	-1.1	2	4
35	-3	-2.0	-7	-12
36	-2	-6.3	0	-2
37	-23	0.9	4	3
38	-12	-0.2	12	2
39	2	1.2	2	-5
40	7	2.2	0	-4
41	-2	-0.2	9	2
42	5	-3.1	-3	1
43	5	5.4	6	0
44	6	-1.5	2	-4
45	3	-0.3	8	3

Remaining list, next part
entry	SMILES	BCLXL inh	pPAFAH FP inh	PME-1 inh	PAFAH1B2 FP inh	AHR act
46	CCN(CC)c1ccc(/C=C2\C(=O)c3ccc(C(=O)O)cc3C2=O)cc1	-66	28*	-32	1	-1
47	O=C1OC(N2CCN(c3ccccn3)CC2)c2ccccc21 (stereo unspecified)	1	-1	0	2	4
48	CCOc1ccccc1N(C(=O)c1snc(C(N)=O)c1N)C(C(=O)NCCC(C)C)c1ccco1 (stereo unspecified)	3	2	1	6	6
49	COc1ccccc1NC(=O)c1nc[nH]c1C(=O)Nc1ccccc1OC	3	1	-2	-1	108*
50	CCCCN(CCCC)C(=O)c1cn(CC)c2cc(N3CCN(C)CC3)c(F)cc2c1=O	2	5	0	4	0
51	CCOC(=O)C1CCN(C(=O)c2ccc(OCC(=O)Nc3cccc(C(F)(F)F)c3)cc2)CC1	-2	3	-2	1	1
52	Cn1c(=O)c2c(nc(CN3CCN(Cc4ccccc4)CC3)n2Cc2cccc(Cl)c2)n(C)c1=O	4	-6	-4	5	1
53	CC(C(=O)NCC1(c2ccccc2)CCCC1)N1CCCC1 (stereo unspecified)	3	0	5	20	-2
54	O=C(COc1ccc2c3c(c(=O)oc2c1)CCC3)NCc1ccccn1	-1	0	-2	-2	-5
55	O=c1ccc(-c2ccc(S(=O)(=O)N3CCCCC3)o2)n[nH]1	1	3	0	5	1
56	O=C1OC(N2CCN(C/C=C/c3ccccc3)CC2)c2ccccc21 (stereo unspecified)	5	0	-1	2	0
57	CC(Sc1nc2cc(Cl)ccc2s1)C(=O)Nc1ccc2c(c1)OCO2 (stereo unspecified)	1	10	8	1	65*
58	C[C@@]12CCC3[C@@](CCC4[C@@]3(C)CCC[C@@]4(C)C(=O)Nc3ccc(Cl)cc3)(CC1=O)C2 (stereo partly specified)	1	-1	-3	0	4
59	CN(C)CCNC(=O)C1CCN(S(=O)(=O)c2ccc3ccccc3c2)CC1	0	-6	-2	6	4
60	O=C(c1ccccc1Nc1ccc(SC(F)F)cc1)N1CCCCCC1	0	11	24	1	2
61	CCOc1ccnc(OCC)c1Br	0	4	0	1	1

entry	MCL1 BIM primary	MEX-5 binding	GLD-1 RNA inh	Fam108B inh
46	-121	.	-99	-4
47	3	1.6	-1	0
48	6	1.7	5	-2
49	13	-1.8	4	-5
50	4	2.8	2	1
51	-6	-3.2	3	2
52	4	-0.4	3	-1
53	0	-0.7	3	-1
54	2	-0.7	6	1
55	-4	-2.6	7	4
56	0	-1.3	8	1
57	1	1.5	-1	2
58	-5	.	4	.
59	3	1.7	-7	5
60	3	-0.6	7	-4
61	9	0.4	-2	4

Only part of the results is shown; count on the stated rates, not on these rows.
